NPY-Y1 antag: antagonists of human neuropeptide Y receptor Y1. P25929. inhibition, % at 3.6 µM. HEK293-CNG Y1 cells, membrane potential fluorescence; NPY at EC95, then isoproterenol. 200,000 tested, 1% active;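 active = inhibition above the campaign mean inhibition of all tested compounds plus 3 SD, cut at about 20% in these data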;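 note: 0% = DMSO wells given NPY plus isoproterenol and 100% = isoproterenol alone without NPY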
Target sequence (P25929 whole entry, looked up): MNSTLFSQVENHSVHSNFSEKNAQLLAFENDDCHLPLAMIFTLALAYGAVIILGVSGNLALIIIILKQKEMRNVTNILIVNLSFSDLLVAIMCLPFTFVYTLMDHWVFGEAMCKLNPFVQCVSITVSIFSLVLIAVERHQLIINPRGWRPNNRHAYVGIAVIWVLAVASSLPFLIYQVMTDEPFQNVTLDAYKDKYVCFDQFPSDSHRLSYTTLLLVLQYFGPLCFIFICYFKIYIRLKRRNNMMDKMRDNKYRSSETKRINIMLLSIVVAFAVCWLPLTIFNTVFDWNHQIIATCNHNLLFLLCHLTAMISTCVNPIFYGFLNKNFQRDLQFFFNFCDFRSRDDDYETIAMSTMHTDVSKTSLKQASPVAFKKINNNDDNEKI
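Test system: HEK293 cells co-expressing NPY Y1 receptor and cyclic-nucleotide gated channel; Also added: NPY (25 nM), isoproterenol (1 µM), Ro 20-1724 (25 µM); Compound dosing: one concentration, 3.6 µM, in 0.4% DMSO; Timing: dye 3 h, compound 60 min room temperature, stimulation 45 min; Technique: Membrane-potential fluorescent dye readout.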
CHOP inhibitor: inhibitors of CHOP induction in ER stress response. CHO-K1 CHOP-promoter luciferase, tunicamycin-induced, 15-18 h. inhibition, % at 10 µM. 220,000 tested, 3.8% active;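 active = compounds that reduced the stress-induced luciferase reporter signal by more than about 70% of percent inhibition, limit read from the data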;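 note: 0% = tunicamycin plus vehicle and 100% = wells without tunicamycin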
S1P4 antagonist: human S1P4 receptor antagonism. O95977. S1P4-expressing cells, antagonist mode, reporter read-out. inhibition, % at 4.98 µM. 220,000 tested, 0.26% active; in the data active = inhibition above about 29%;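 note: 0% = wells stimulated with agonist and 100% = vehicle wells without agonist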
S1P4 ag: agonists of human S1P4 receptor. O95977. S1P4-expressing cell line, agonist reporter assay. activation, % at 4.98 µM. 220,000 tested, 0.35% active; in the data active = activation above about 11%;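 note: 0% = DMSO vehicle and 100% = reference agonist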
NPY1 pot ag: potentiates or activates human NPY-Y1 receptor. AID 1304. activation, % at 3.6 µM. 220,000 tested, 0.37% active. NPY-Y1 expressing cells, potentiator/agonist activation. P25929; in the data active = activation above about 33%, passing the limit was not always enough;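 note: cells stimulated with NPY at EC10 then isoproterenol at EC100; 0% = low agonist plus stimulus and 100% = saturating agonist plus stimulus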
BaF3 parental: reduces parental Ba/F3 cell viability, JAK2V617F counter-screen; CellTiter-Glo ATP luminescence; inhibition, % at 5.6 µM; 220,000 tested, 1.1% active;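 active = inhibition above a per-campaign cutoff, the mean inhibition of all tested compounds plus 3 SD, cut at about 27% in these data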;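 note: 0% = DMSO wells and 100% = JAK Inhibitor I control wells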
NCF1 inh: blocks human p47phox regulatory protein of NADPH oxidases | inhibition, % at 24.7 µM | 220,000 tested, 0.53% active | P14598 | p47phox/p22phox peptide binding, fluorescence polarization, 2 h;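 active = inhibition above about 30%, limit read from the data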;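 note: 0% = p47phox with labelled peptide and 100% = labelled peptide alone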
Target sequence (P14598 whole entry, looked up): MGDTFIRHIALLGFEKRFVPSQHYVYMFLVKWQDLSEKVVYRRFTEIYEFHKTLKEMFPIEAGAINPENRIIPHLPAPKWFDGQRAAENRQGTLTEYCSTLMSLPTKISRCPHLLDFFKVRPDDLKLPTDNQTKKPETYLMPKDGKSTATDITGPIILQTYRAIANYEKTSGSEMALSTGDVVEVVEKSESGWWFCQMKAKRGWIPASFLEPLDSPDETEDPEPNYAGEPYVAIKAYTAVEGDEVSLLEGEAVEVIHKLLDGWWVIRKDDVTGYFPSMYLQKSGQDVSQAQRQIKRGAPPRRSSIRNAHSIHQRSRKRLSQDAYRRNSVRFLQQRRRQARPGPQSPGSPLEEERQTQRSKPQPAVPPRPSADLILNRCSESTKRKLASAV
NPY-Y2 PAM-ag: potentiates or activates human NPY-Y2 receptor. P49146. cells expressing NPY-Y2, potentiator/agonist read-out. activation, % at 3.6 µM. 220,000 tested, 0.45% active. AID 1359; in the data active = activation above about 27%;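 note: cells stimulated with NPY near EC25 plus isoproterenol at EC100; 0% = vehicle plus submaximal agonist and 100% = vehicle plus saturating agonist; some results beyond the cut were filed as inactive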
Ba/F3 V617F tox: lowers viability of Ba/F3 cells expressing EpoR and JAK2V617F; ATP luminescence; inhibition, % at 5.6 µM; 220,000 tested, 1.1% active; AID 1446;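 active = inhibition above the campaign mean plus 3 SD over all tested compounds, cut at about 24% in these data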;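 note: cytokine-independent growth of Ba/F3 cells driven by EpoR plus mutant JAK2; 0% = DMSO-treated cells and 100% = JAK inhibitor I control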
* marks the source's active call; other numbers are inactive results.

`O=C(NCCc1cccc(Cl)c1)c1cccc([N+](=O)[O-])c1` gave NPY-Y1 antag 0, CHOP inhibitor 1, S1P4 antagonist 1, S1P4 ag -0.4, NPY1 pot ag 8, BaF3 parental 8, NCF1 inh 3, NPY-Y2 PAM-ag 5 and Ba/F3 V617F tox -1.
For Cc1ccc(C(=O)N2CCN(c3ccc(NC(=O)CSc4ccc(Cl)cc4)cc3)CC2)cc1 the results were NPY-Y1 antag 8, CHOP inhibitor 15, S1P4 antagonist -10, S1P4 ag 1.1, NPY1 pot ag 3, BaF3 parental 3, NCF1 inh -9, NPY-Y2 PAM-ag 2 and Ba/F3 V617F tox -3.
For COC(=O)c1cc(NC(=S)Nc2cc(Cl)cc(Cl)c2)cc(C(=O)OC)c1 the results were NPY-Y1 antag -1, CHOP inhibitor 101*, S1P4 antagonist -8, S1P4 ag 1.6, NPY1 pot ag -50, BaF3 parental 2, NCF1 inh -56, NPY-Y2 PAM-ag -8 and Ba/F3 V617F tox 0.
For CCc1ccc(NC(=O)Nc2cccc(OC)c2)cc1 the results were NPY-Y1 antag 4, CHOP inhibitor -17, S1P4 antagonist -4, S1P4 ag 1.4, NPY1 pot ag 12, BaF3 parental 5, NCF1 inh -12, NPY-Y2 PAM-ag 5 and Ba/F3 V617F tox 1.
`OC(COc1ccc(CNCCc2ccc(C(F)(F)F)cc2)cc1)CN1CCCCC1` (stereo not given) gave NPY-Y1 antag 25*, CHOP inhibitor -60, S1P4 antagonist 30*, S1P4 ag -2.0, NPY1 pot ag -17, BaF3 parental 103*, NCF1 inh -4, NPY-Y2 PAM-ag -17 and Ba/F3 V617F tox 102*.
COC(=O)Cc1ccc(NC(=S)NNC(=O)C2CC2)cc1 was read as CHOP inhibitor 7, S1P4 antagonist -5, S1P4 ag 0.3, NPY1 pot ag 1, BaF3 parental -8, NCF1 inh -2, NPY-Y2 PAM-ag 7 and Ba/F3 V617F tox -1.
CCOc1cc(/C=N/O)ccc1OS(=O)(=O)c1ccc(C)cc1 was read as NPY-Y1 antag 2, CHOP inhibitor 55, S1P4 antagonist 4, S1P4 ag 0.8, NPY1 pot ag -21, BaF3 parental 0, NCF1 inh -7, NPY-Y2 PAM-ag -3 and Ba/F3 V617F tox -2.
Screening COc1cccc(/C=C(\C(=O)O)c2ccccc2)c1 returned NPY-Y1 antag 3, CHOP inhibitor 11, S1P4 antagonist -13, S1P4 ag 1.1, NPY1 pot ag -5, BaF3 parental -1, NCF1 inh 13, NPY-Y2 PAM-ag -17 and Ba/F3 V617F tox 2.
For Cc1cc(C)cc(Cn2ncc(Cl)c(Cl)c2=O)c1 the results were NPY-Y1 antag -3, CHOP inhibitor 106*, S1P4 antagonist -2, S1P4 ag -0.6, NPY1 pot ag 13, BaF3 parental 3, NCF1 inh -7, NPY-Y2 PAM-ag 6 and Ba/F3 V617F tox -2.
COc1ccc(NC(=S)NN2CCN(C)CC2)cc1 was read as NPY-Y1 antag 5, CHOP inhibitor 23, S1P4 antagonist 1, S1P4 ag -0.6, NPY1 pot ag -6, BaF3 parental 2, NCF1 inh -10, NPY-Y2 PAM-ag 1 and Ba/F3 V617F tox -4.
`C=CCSc1nnc(Cn2c(=O)sc3ccccc32)n1C` gave NPY-Y1 antag 0, CHOP inhibitor 17, S1P4 antagonist 3, S1P4 ag -0.1, NPY1 pot ag 4, BaF3 parental 8, NCF1 inh -8, NPY-Y2 PAM-ag 11 and Ba/F3 V617F tox 3.
CN(C)CCCN(C(=O)COc1ccccc1)c1nc2c(F)cccc2s1 was read as NPY-Y1 antag 5, CHOP inhibitor 17, S1P4 antagonist -3, S1P4 ag 0.4, NPY1 pot ag 3, BaF3 parental 11, NCF1 inh -9, NPY-Y2 PAM-ag -6 and Ba/F3 V617F tox -1.
COc1cc(C(=O)Nc2cc(C)cc(C)c2)c(-n2cnnn2)cc1OC was read as NPY-Y1 antag -3, CHOP inhibitor -15, S1P4 antagonist -2, S1P4 ag -0.6, NPY1 pot ag -7, BaF3 parental -2, NCF1 inh 1, NPY-Y2 PAM-ag -5 and Ba/F3 V617F tox 1.
O=C(COc1ccccc1)NC(=S)Nc1cccc([N+](=O)[O-])c1 was read as NPY-Y1 antag 5, CHOP inhibitor 21, S1P4 antagonist -8, S1P4 ag 0.9, NPY1 pot ag 0, BaF3 parental 3, NCF1 inh -13, NPY-Y2 PAM-ag 2 and Ba/F3 V617F tox 0.
O=C(Nc1ccc(Cl)cc1)N1N=CCC1c1ccccc1 (stereo not given) was read as CHOP inhibitor 5, S1P4 antagonist 7, S1P4 ag 0.3, NPY1 pot ag 0, BaF3 parental -1, NCF1 inh 4, NPY-Y2 PAM-ag 16 and Ba/F3 V617F tox 3.
Cc1onc(-c2ccccc2Cl)c1C(=O)Nc1cccc2nsnc12 was read as NPY-Y1 antag 0, CHOP inhibitor -9, S1P4 antagonist -14, S1P4 ag 1.6, NPY1 pot ag 14, BaF3 parental 8, NCF1 inh 1, NPY-Y2 PAM-ag -1 and Ba/F3 V617F tox 0.
`O=C(Nc1ccc2c(c1)OCCO2)C1CCN(S(=O)(=O)c2ccc(Br)s2)CC1` gave NPY-Y1 antag -5, CHOP inhibitor 31, S1P4 antagonist -3, S1P4 ag 3.0, NPY1 pot ag 1, BaF3 parental 5, NCF1 inh -6, NPY-Y2 PAM-ag -2 and Ba/F3 V617F tox -2.
`Cc1ccc(S(=O)(=O)N2CCC(=O)N(C(COCc3cccc(Cl)c3)C(C)C)CC2)cc1` (stereo not given) gave NPY-Y1 antag 9, CHOP inhibitor 21, S1P4 antagonist -6, S1P4 ag 1.3, NPY1 pot ag -11, BaF3 parental 5, NCF1 inh 2, NPY-Y2 PAM-ag -4 and Ba/F3 V617F tox 1.
`O=C(NC(Cc1ccccc1)C(=O)O)c1ccc(S(=O)(=O)N2CCCCC2)cc1` (stereo not given) gave NPY-Y1 antag -3, CHOP inhibitor 2, S1P4 antagonist -2, S1P4 ag 2.5, NPY1 pot ag 16, BaF3 parental 6, NCF1 inh -2, NPY-Y2 PAM-ag 3 and Ba/F3 V617F tox -2.
`COc1ccccc1NC(=O)CSc1nnc(-c2ccccn2)n1Cc1ccco1` gave NPY-Y1 antag -1, CHOP inhibitor 14, S1P4 antagonist 0, S1P4 ag 0.8, NPY1 pot ag 2, BaF3 parental 2, NCF1 inh -1, NPY-Y2 PAM-ag 15 and Ba/F3 V617F tox 1.
`C=CCN1C(=O)C(Cc2ccc(OCC)cc2)S/C1=N\N=C\c1cccs1` (stereo not given) gave NPY-Y1 antag 8, CHOP inhibitor 39, S1P4 antagonist -24, S1P4 ag -1.4, NPY1 pot ag -19, BaF3 parental 1, NCF1 inh -11, NPY-Y2 PAM-ag -10 and Ba/F3 V617F tox -1.
CC(C)c1ccc(NC(=O)COC(=O)CSc2nnc(N)s2)cc1 was read as NPY-Y1 antag -5, CHOP inhibitor 1, S1P4 antagonist -9, S1P4 ag 2.2, NPY1 pot ag 7, BaF3 parental 10, NCF1 inh -10, NPY-Y2 PAM-ag -3 and Ba/F3 V617F tox 4.
For Cc1cccc(NC(=S)NNC(=O)c2ccc(Br)o2)c1 the results were NPY-Y1 antag 5, CHOP inhibitor 6, S1P4 antagonist -14, S1P4 ag 1.8, NPY1 pot ag -10, BaF3 parental -1, NCF1 inh -13, NPY-Y2 PAM-ag -19 and Ba/F3 V617F tox -1.
For COc1ccc(S(=O)(=O)N(C)CC(=O)Nc2ccc(C(N)=O)cc2)cc1OC the results were NPY-Y1 antag 3, CHOP inhibitor 26, S1P4 antagonist -5, S1P4 ag 2.1, NPY1 pot ag -9, BaF3 parental 3, NCF1 inh 1, NPY-Y2 PAM-ag 0 and Ba/F3 V617F tox 5.

Two entries drawn at random from those above, as already listed:
CC(C)c1ccc(NC(=O)COC(=O)CSc2nnc(N)s2)cc1 was read as NPY-Y1 antag -5, CHOP inhibitor 1, S1P4 antagonist -9, S1P4 ag 2.2, NPY1 pot ag 7, BaF3 parental 10, NCF1 inh -10, NPY-Y2 PAM-ag -3 and Ba/F3 V617F tox 4.
For COc1ccc(S(=O)(=O)N(C)CC(=O)Nc2ccc(C(N)=O)cc2)cc1OC the results were NPY-Y1 antag 3, CHOP inhibitor 26, S1P4 antagonist -5, S1P4 ag 2.1, NPY1 pot ag -9, BaF3 parental 3, NCF1 inh 1, NPY-Y2 PAM-ag 0 and Ba/F3 V617F tox 5.

Carrying on.
For CCCCNC(=O)CN1C(=O)NC(CCc2ccccc2)C1=O (stereo not given) the results were NPY-Y1 antag 5, CHOP inhibitor 12, S1P4 antagonist -2, S1P4 ag -0.5, NPY1 pot ag -1, BaF3 parental 7, NCF1 inh 4, NPY-Y2 PAM-ag 3 and Ba/F3 V617F tox 3.
For O=C(O)c1ccc(C2CCCCC2)cn1 the results were NPY-Y1 antag -3, CHOP inhibitor -5, S1P4 antagonist -9, S1P4 ag -2.9, NPY1 pot ag -24, BaF3 parental 2, NCF1 inh -21, NPY-Y2 PAM-ag -19 and Ba/F3 V617F tox -3.
`CCC(C)NC(=O)CSc1ccc(NC(C)=O)cc1` (stereo not given) gave NPY-Y1 antag 3, CHOP inhibitor -3, S1P4 antagonist 10, S1P4 ag -0.3, NPY1 pot ag 7, BaF3 parental 2, NCF1 inh -4, NPY-Y2 PAM-ag 1 and Ba/F3 V617F tox -2.
`Cc1noc(C(=O)NCc2ccccc2)c1Cl` gave NPY-Y1 antag 1, CHOP inhibitor 24, S1P4 antagonist -24, S1P4 ag -0.4, NPY1 pot ag -4, BaF3 parental 7, NCF1 inh -20, NPY-Y2 PAM-ag 2 and Ba/F3 V617F tox -3.
For C=CCn1c(SCC(=O)NCCCC)nc2scc(-c3ccco3)c2c1=O the results were NPY-Y1 antag 10, CHOP inhibitor 93*, S1P4 antagonist -33, S1P4 ag 1.2, NPY1 pot ag 0, BaF3 parental 3, NCF1 inh -23, NPY-Y2 PAM-ag -14 and Ba/F3 V617F tox -1.
For Cc1ccccc1NS(=O)(=O)c1ccc(OCCNS(C)(=O)=O)cc1 the results were NPY-Y1 antag -3, CHOP inhibitor 31, S1P4 antagonist -1, S1P4 ag 1.3, NPY1 pot ag -14, BaF3 parental 3, NCF1 inh -2, NPY-Y2 PAM-ag -1 and Ba/F3 V617F tox -2.
Screening CC(C)c1ccc(NCCC(=O)c2ccc(Br)cc2)cc1 returned NPY-Y1 antag 0, CHOP inhibitor -6, S1P4 antagonist -2, S1P4 ag -0.5, NPY1 pot ag 3, BaF3 parental 1, NCF1 inh -2, NPY-Y2 PAM-ag 1 and Ba/F3 V617F tox -4.
Screening O=C(Nc1ncc(S(=O)(=O)c2ccc([N+](=O)[O-])cc2)s1)c1cccnc1 returned CHOP inhibitor -32, S1P4 antagonist 7, S1P4 ag 0.8, NPY1 pot ag 9, BaF3 parental -2, NCF1 inh -12, NPY-Y2 PAM-ag 7 and Ba/F3 V617F tox -2.
Screening CCC(=O)OCC(=O)Nc1cc(S(=O)(=O)N(C)C)ccc1Cl returned NPY-Y1 antag 0, CHOP inhibitor -16, S1P4 antagonist 3, S1P4 ag -0.1, NPY1 pot ag -1, BaF3 parental 2, NCF1 inh -16, NPY-Y2 PAM-ag 4 and Ba/F3 V617F tox 3.
For O=C(Cc1ccccc1)NNC(=O)Nc1ccccc1 the results were NPY-Y1 antag -4, CHOP inhibitor -3, S1P4 antagonist -8, S1P4 ag -0.2, NPY1 pot ag 2, BaF3 parental 4, NCF1 inh 6, NPY-Y2 PAM-ag -8 and Ba/F3 V617F tox 3.
`Cc1ccc(S(=O)(=O)NNC(=O)C2CC=CCC2C(=O)O)cc1` (stereo not given) gave NPY-Y1 antag 8, CHOP inhibitor -2, S1P4 antagonist -13, S1P4 ag 1.3, NPY1 pot ag -10, BaF3 parental 8, NCF1 inh 3, NPY-Y2 PAM-ag 0 and Ba/F3 V617F tox 3.

Source: PubChem (several laboratories)
